High-throughput results: PubChem, National Center for Advancing Translational Sciences (NCATS)
G9a block = qHTS Assay for Inhibitors of Histone Lysine Methyltransferase G9a; Histone-lysine N-methyltransferase EHMT2 (Homo sapiens), Q96KQ7; AID 504332, 2011; 8.8% of 350,000 active; Potency, µM (doses to about 102 µM), inactives show at the highest dose activity, negative = inhibition, actives largely listed as inhibitors; G9a H3K9 monomethylation, AlphaScreen, 2 h; also: % is scaled to controls: 0 for no effect and ±100 for the full control effect; nearly all actives have a fitted effect of over 75% in size
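Quantitative HTS format: methyltransferase activity on a biotin-tagged H3K9 peptide is measured by AlphaScreen, using a rabbit anti-monomethyl-H3K9 antibody with streptavidin donor and anti-IgG acceptor beads. Final levels are 20 nM enzyme, 500 nM peptide, 20 uM SAM; 2 h RT.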
GLS inhibitor = qHTS for Inhibitors of Glutaminase (GLS). Glutaminase kidney isoform, mitochondrial (Homo sapiens), O94925. GLS enzymatic activity, qHTS titration. Potency, µM (series often up to 45.5 µM), for the others: at the top dose activity change, negative = inhibition, most hits filed as inhibitors. 0.21% of 410,000 active. AID 624170, 2012; also: % is scaled to controls: 0 for no effect and ±100 for the full control effect
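hKGA in 45 mM KH2PO4 pH 8.2, 0.02% Tween-20 with pin-transferred compounds; 1 mM L-glutamine (stock) plus glutamate oxidase/HRP/Amplex Red coupling added. Fluorescence read initially and after 30 min at RT.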
JMJD2A Tudor = qHTS Assay for Inhibitors of JMJD2A-Tudor Domain. Potency, µM (titrated, usually from 114 µM), for the others: top-dose activity change, negative = inhibition, hits mostly inhibitors. AID 504339, 2011. 4.4% of 390,000 active. AlphaScreen JMJD2A-Tudor / H3K4me3 peptide binding. Lysine-specific demethylase 4A (Homo sapiens), O75164; also: % is scaled to controls: 0 for no effect and ±100 for the full control effect; nearly all actives have a fitted effect of over 50% in size
PGK inhibitor = qHTS Assay to Find Inhibitors of Phosphoglycerate Kinase. Phosphoglycerate kinase, glycosomal (Trypanosoma brucei brucei), P07378. PGK/GAPDH coupled, Kinase-Glo luminescence, 60 min. Potency, µM (titrated, usually from 57.5 µM), for inactives: at the highest dose activity change, negative = inhibition, usual class: inhibitors. 0.043% of 380,000 active. AID 602233, 2012; also: % is scaled to controls: 0 for no effect and ±100 for the full control effect; nearly all actives have a fitted effect of over 60% in size
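Luminescent ATP detection (Kinase-Glo Plus) follows a 60-minute room-temperature incubation, with wells lacking PGK as controls. Buffer: 100 mM TEA (pH 7.6), 5 mM MgCl2, 0.01% Tween-20. Coupling enzyme GAPDH (100 nM final) supplies unstable 1,3-BPG in-well.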
BAZ2B block = qHTS Assay for Inhibitors of BAZ2B; Potency, µM (top dose mostly 114 µM), for the others: at the highest dose activity change, negative = inhibition, actives largely listed as inhibitors; 4.4% of 360,000 active; AlphaScreen BAZ2B-H3K14Ac peptide displacement; Bromodomain adjacent to zinc finger domain protein 2B (Homo sapiens), Q9UIF8; also: % is scaled to controls: 0 for no effect and ±100 for the full control effect; nearly all actives have a fitted effect of over 60% in size
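Compounds, titrated to a top concentration of 110 uM, were incubated 30 min at room temperature with preformed BAZ2B/acetyl-K14 H3 peptide complex (50 nM each). Proximity signal was measured by AlphaScreen after 20 min with beads.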
HP1b chromo inh = HTS for Inhibitors of HP1-beta Chromodomain Interactions with Methylated Histone Tails; Chromobox protein homolog 1 (Homo sapiens), P83916; AlphaScreen HP1-beta / biotin-H3K9me3 peptide binding; Potency, µM (doses to about 114 µM), for the others: at the top dose activity change, negative = inhibition, actives largely listed as inhibitors; 0.56% of 390,000 active; AID 540317, 2011; also: nearly all actives have a fitted effect of over 70% in size; inactives centre near 23
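HP1-beta protein (50 nM final) preincubated 30 min at room temperature with biotinylated H3(1-18)K9me3 peptide (50 nM) in PBS pH 7.4, 0.01% Tween-20, then compound added for 30 min. AlphaScreen streptavidin donor/nickel chelate acceptor beads (10 ug/mL final), 30 min dark, luminescence read.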
BLM inh = qHTS Assay for Inhibitors of Bloom's syndrome helicase (BLM); AID 2528, 2010; Potency, µM (top dose mostly 56.1 µM), without a hit: at the highest dose activity change, negative = inhibition, hits mostly inhibitors; recombinant BLM DNA unwinding, fluorescence dequenching; 0.2% of 350,000 active; RecQ-like DNA helicase BLM (Homo sapiens), P54132;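 also: plate controls were vehicle for no effect and no enzyme for full effect; nearly all actives have a fitted effect of over 35% in size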
Target sequence (P54132 whole entry, looked up): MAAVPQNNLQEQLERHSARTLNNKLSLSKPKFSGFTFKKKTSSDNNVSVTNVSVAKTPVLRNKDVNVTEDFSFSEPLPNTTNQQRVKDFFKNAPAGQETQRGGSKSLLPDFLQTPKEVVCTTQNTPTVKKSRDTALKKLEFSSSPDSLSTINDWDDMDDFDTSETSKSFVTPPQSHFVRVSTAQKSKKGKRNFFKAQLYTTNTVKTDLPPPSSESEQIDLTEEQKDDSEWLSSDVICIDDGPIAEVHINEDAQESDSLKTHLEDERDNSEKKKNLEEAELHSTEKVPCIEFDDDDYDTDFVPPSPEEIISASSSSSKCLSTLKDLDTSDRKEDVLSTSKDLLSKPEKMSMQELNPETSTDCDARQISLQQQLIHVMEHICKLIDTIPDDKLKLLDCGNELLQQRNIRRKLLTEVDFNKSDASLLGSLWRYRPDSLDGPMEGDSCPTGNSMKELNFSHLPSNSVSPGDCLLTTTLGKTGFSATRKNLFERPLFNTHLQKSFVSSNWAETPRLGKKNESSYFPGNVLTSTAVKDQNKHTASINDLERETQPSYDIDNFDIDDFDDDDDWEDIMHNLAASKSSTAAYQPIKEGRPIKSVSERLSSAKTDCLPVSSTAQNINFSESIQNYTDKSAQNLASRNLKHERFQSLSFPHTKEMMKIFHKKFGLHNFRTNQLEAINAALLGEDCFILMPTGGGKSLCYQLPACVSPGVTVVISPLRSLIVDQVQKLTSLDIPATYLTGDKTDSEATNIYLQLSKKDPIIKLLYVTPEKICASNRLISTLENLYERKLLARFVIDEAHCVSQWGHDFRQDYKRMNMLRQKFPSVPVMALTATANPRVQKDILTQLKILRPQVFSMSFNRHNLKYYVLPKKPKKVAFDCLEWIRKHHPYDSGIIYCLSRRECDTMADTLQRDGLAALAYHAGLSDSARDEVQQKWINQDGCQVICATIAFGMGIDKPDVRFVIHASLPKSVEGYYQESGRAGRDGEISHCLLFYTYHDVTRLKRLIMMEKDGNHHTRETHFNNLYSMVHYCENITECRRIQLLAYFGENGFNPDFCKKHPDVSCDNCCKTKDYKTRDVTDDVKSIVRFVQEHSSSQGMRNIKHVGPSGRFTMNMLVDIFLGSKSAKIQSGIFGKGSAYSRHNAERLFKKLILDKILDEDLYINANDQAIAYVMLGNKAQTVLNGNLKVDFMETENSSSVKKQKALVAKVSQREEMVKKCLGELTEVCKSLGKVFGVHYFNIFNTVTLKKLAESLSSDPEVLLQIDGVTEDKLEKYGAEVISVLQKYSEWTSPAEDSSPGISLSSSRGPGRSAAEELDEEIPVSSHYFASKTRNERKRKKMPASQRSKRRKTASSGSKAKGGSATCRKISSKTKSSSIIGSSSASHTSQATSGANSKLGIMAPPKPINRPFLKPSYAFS
Pol iota inh = qHTS for Inhibitors of Polymerase Iota. DNA polymerase iota (Homo sapiens), Q9UNA4. Pol iota fluorescent replication assay, 10 min. Potency, µM (top dose mostly 115 µM), for the others: at the top dose activity, negative = inhibition, most hits filed as inhibitors. 1% of 390,000 active. AID 588590, 2011
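Pol iota at 10 nM preincubated 15 min with compounds at room temperature; reaction started with fluorescent substrate, 50 nM final. Fluorescence read kinetically at 0 and 10 min; buffer-only wells as negative control.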
Pin1 inhibitor = qHTS Assay to Find Inhibitors of Pin1. Pin1 FP peptide displacement, HiFluor488, 10 min. Peptidyl-prolyl cis-trans isomerase NIMA-interacting 1 (Homo sapiens), Q13526. 0.009% of 390,000 active. AID 504891, 2011. Potency, µM (doses to about 115 µM), inactives show at the top dose activity, negative = inhibition, usual class: inhibitors; active = well fitted inhibition curve with a large enough effect in the polarisation, with a control signal flat, not every such curve was filed as active; inconclusive = small, poorly fitted or top-dose-only effect, or effect the other way, or a change in a side signal; inactive = no such curve, though single readings can be large or run the other way; the % refers to the polarisation; also: % is scaled to controls: 0 for no effect and ±100 for the full control effect
* hit, by the source's call; i = inactive; ? = inconclusive; . = not tested or not shown; [ ] = another dose, or the depositor's remark. Unless noted, calls follow the shape of the dose curve; as a rule, active = well fitted curve in the direction sought with a large enough effect; inconclusive = small, poorly fitted or top-dose-only effect, or another doubt; inactive = no such curve, though single readings can be large; an effect the other way counts as inactive or inconclusive. Potency is read from the fitted curve at half-maximal effect. These rows are one share of the data; rates above refer to the full screens.

Fields: G9a block	GLS inhibitor	JMJD2A Tudor	PGK inhibitor	BAZ2B block	HP1b chromo inh	BLM inh	Pol iota inh	Pin1 inhibitor
> CCCCCCn1c(=O)c(-c2ccccc2)c(O)c2ccccc21
  36%[12.7 µM]	4%	-5%	1%	8%	23%	3%	8%	4%
> CC1=CC(=C(c2ccc(N)cc2)c2ccc(N)cc2)C=CC1=N
  ?	19%	.	.	.	.	-14%	-21%	.
> COc1ccc(C(=O)Nc2nnc(SCc3cc(=O)n4cc(Cl)ccc4n3)s2)cc1
  -2%[59 µM]	6%	-21%	-1%	2%	20%[57 µM]	-13%	27%	-5%
> COc1ccc(CC(CN)c2ccccc2)cc1 (stereo unspecified)
  52%[activator]	0%	-26%	-2%	-3%	60%[activator]	-2%	23%	9%
> CCN1CCC(C(N)=O)CC1
  -6%[0.501 µM]	-1%	-14%	-4%	?	11%	2%	-1%	0%
> Cc1ccc(S(=O)(=O)CCC(=O)OCC(=O)NC2CCS(=O)(=O)C2)cc1 (stereo unspecified)
  20%[0.501 µM]	6%	-6%	3%	14%	16%	.	51%[activator]	-2%
> COc1ccc2nc(C3CCCCC3)nc(C3CCCCC3)c2c1
  7%[2.33 µM]	0%	16%	-9%	21%	98%[activator]	.	11%	4%
> O=C(NNC(=O)c1ccc(Br)s1)NC1CCCCC1
  .	-9%	?	-16%	?	33%	-9%	19%	45%[activator]
> COC(=O)c1ccc2c(=O)n(CCCCCC(=O)N3CCN(c4cc(Cl)ccc4C)CC3)c(=O)[nH]c2c1
  -2%[59 µM]	-11%	-30%	-5%	-23%	13%	-4%	-13%	1%
> CCCc1cc(=O)oc2cc(OCC(=O)NCCc3c[nH]c4ccc(OC)cc34)ccc12
  -1%	1%	-14%	-2%	-35%	34%	2%	15%	5%
> Cc1ccc(NC(=O)C2=CC=CN3CCS(=O)(=O)N=C23)cc1
  12%[12.7 µM]	0%	-2%	-3%	1%	35%	.	17%	6%
> COc1cc2c(cc1OC)C(Nn1cnnc1)=NC1(CCCC1)C2
  18%	1%	-2%	-1%	-4%	7%	-1%	68%[activator]	2%
> O=C(/C=C/c1cccc([N+](=O)[O-])c1)c1ccc([N+](=O)[O-])o1
  .	2%	-22%	i	.	42%[activator]	.	?	-11%
> Cc1ccc(NC(=O)CSc2nc3[nH]c(=O)cc(O)c3s2)c(Br)c1
  -38%[12.7 µM]	2%	-1%	9%	-4%	45%[activator]	.	-16%	?
> O=C(Nc1cccc2cccnc12)c1cccnc1
  7%[59 µM]	3%	-1%	-3%	10%	33%[activator]	3%	3%	21%
> O=S(=O)(Nc1ccc(Cl)cn1)c1ccc2c(c1)OCCO2
  0%[0.501 µM]	-1%	-3%	-1%	9%	18%	.	6%	-7%
> Cc1cc(C(=O)NNC(=O)C2CCCC2)c(C)o1
  ?	0%	0%	-7%	-6%	19%	-2%	7%	-3%
> O=C(O)CN(Cc1ccco1)S(=O)(=O)c1ccccc1
  -9%[59 µM]	13%	-19%	-8%	-2%	39%	-1%	12%	-4%
> N#C/C(=C(/O)COc1ccccc1)c1nnc2n1CCCCC2
  ?	7%	-25%	-10%	?	15%	1%	21%	-2%
> CC(=O)c1cc(-c2ccccc2)n(CC(=O)Nc2cc(C)cc(C)c2)c1C
  18%	6%	-1%[57.1 µM]	4%	-2%	32%	-8%	19%	8%
> C=CCNC(=O)c1onc(CSc2ccc(C)c(C)c2)c1C(=O)O
  25%[0.501 µM]	16%	-14%	i	-4%	94%[activator]	-2%	1%	2%
> C=C(C)Cn1c(SCC(=O)O)nnc1-c1ccc(C(C)(C)C)cc1
  -21%[12.7 µM]	8%	-15%	-6%	-2%	17%	-1%	12%	-2%
> N#CCCN(Cc1cccnc1)C(=S)NCc1ccco1
  20µM*	5%	-2%	9%	-15%	2%	2%	20%	5%
> CCOc1ccc2nc(NC(=O)CSc3cn[nH]n3)sc2c1
  -43%	-4%	-19%	-10%	11%	21%	-3%	125%[activator]	-9%
> Cc1ccc(C(=O)COC(=O)CCN2C(=O)C3C4CCC(C4)C3C2=O)cc1C (stereo unspecified)
  16%	0%	-2%	-2%	-17%	45%[activator]	-7%	6%	-6%
> Cc1ccc(NC(=S)NC(=O)C2CCCC2)c(Br)c1
  .	1%	17%	3%	.	41%[activator]	.	17%	1%
> COc1ccccc1N1CCN(C(=O)CSc2nc(C)c(Cc3ccccc3)c(=O)[nH]2)CC1
  81%[activator][59 µM]	60%[activator]	-35%	i	15%	15%	-3%	?	7%
> Cc1ccccc1C(=O)N1CCN(c2ccc(NC(=O)c3cccs3)cc2)CC1
  -19%	25%	-30%	-8%	-33%	-12%	-5%	13%	6%
> COc1cc(Cl)c(C)cc1NC(=O)Cn1ncc2c1-c1cc(C)ccc1OC2
  13%[59 µM]	-3%	-17%	4%	11%	32%	-12%	14%	0%
> O=C(CN1CCN(Cc2ccccc2)CC1)c1ccccc1
  79µM*	-3%	-16%	-4%	-34%	34%	1%	17%	0%
> CN1CCN(S(=O)(=O)c2ccc(Br)c3ccccc23)CC1
  .	0%	-15%	3%	?	37%	1%	-9%	2%
> CC1CN(Cc2ccc(C#N)cc2Cl)CC(C)O1 (stereo unspecified)
  35µM*	13%	?	-5%	-6%	33%	-1%	?	-1%
> C=CCn1c(=NC(=O)c2cccc(N3C(=O)CCC3=O)c2)sc2cccc(OC)c21
  -38%	-6%	0%	2%	-2%	29%	0%	80%[activator]	15%
> CN(C)c1ccc(-c2nnn(CC(=O)Nc3ccccc3N3CCOCC3)n2)cc1
  50µM*	72%[activator]	?	-9%	?	-18%	-12%	41%[activator]	-1%
> N#C/C(=C1\CCCN1)c1nc2ccccc2c(=O)[nH]1
  13%[12.7 µM]	0%	?	-3%	-1%	15%	1%	9%	0%
> O=C(Nc1ccccc1F)C1CCCN(S(=O)(=O)c2cccc3cccnc23)C1 (stereo unspecified)
  0%	2%	-32%	-4%	-3%	47%[activator]	1%	-18%	3%
> CC(=O)NNC(=O)c1[nH]c2ccc(Cl)cc2c1-c1ccccc1
  ?	16%	-16%	i	-23%	39%	-2%	11%	2%
> CCOc1cc2c3c(c1)C1(OCCO1)C(=O)N3C(C)(C)CC2C (stereo unspecified)
  -21%[12.7 µM]	4%	-23%	2%	-10%	4%	-4%	-7%	-1%
> CCc1nccn1S(=O)(=O)c1ccc(OC)c(OC)c1
  -13%	-19%	-21%	0%	4%	21%	4%	-23%	2%
> CCOC(=O)C1CCN(C(=O)C2CCCN2S(=O)(=O)c2ccc(Cl)cc2)CC1 (stereo unspecified)
  .	-2%	12%	-4%	1%	55%[activator]	-5%	17%	-4%
> Cc1ccc(/C=N/NC(=S)NC2CCS(=O)(=O)C2)cc1 (stereo unspecified)
  -26%	-2%	-7%	-8%	-10%	34%	-2%	27%	-3%
> COc1cc(C(Nc2ccc3c(c2)OCO3)C(=O)NC2CCCCC2)cc(OC)c1OC (stereo unspecified)
  2.8µM*	3%	?	i	40µM*	-31%	-11%	13%	1%
> O=c1oc2ccccc2c(Nc2ccc3ncccc3c2)c1[N+](=O)[O-]
  -27%[59 µM]	13%	-22%	0%	7%	22%	-2%	26%	-8%
> Cc1cc(OC(=O)C(c2ccccc2)c2ccccc2)c([N+](=O)[O-])c(=O)[nH]1
  5%[59 µM]	0%	-7%	5%	0%	34%	1%	5%	6%
> COC(=O)c1c(NC(=O)c2nc3ccccc3s2)sc2c1CC(C)(C)NC2(C)C
  -3%	-15%	-22%	-9%	0%	34%	-8%	-13%	1%
> Cc1ccc(S(=O)(=O)N(C)Cc2nc(-c3ccccc3)oc2C)cc1
  ?	3%	-5%	-2%	?	-32%	-6%	9%	-1%
> O=C(CCCO)N/N=C/c1cc(Br)ccc1O
  26%[59 µM]	25%	-30%	-16%	-1%	24%	6%	26%	1%
> O=C(NCCc1c[nH]c2ccccc12)c1ccccc1
  -4%	5%	-20%	-7%	-19%	20%	-4%	130%[activator]	-2%
> CCCc1cc(=O)oc2cc(C)cc(OC(C)C(=O)NCCN3CCOCC3)c12 (stereo unspecified)
  18%	3%	-11%	-4%	-17%	45%[activator]	4%	26%	-2%
> CCCn1c(SC(C)C(=O)O)nc2ccccc21 (stereo unspecified)
  -39%[12.7 µM]	-13%	?	-6%	?	63%[activator]	-2%	?	-11%
> CN1CCN(S(=O)(=O)c2ccc([N+](=O)[O-])cc2)CC1
  2%[59 µM]	-2%	-12%	3%	-1%	47%[activator]	-4%	8%	-3%
> CCCNC(=O)Cc1cc(=O)[nH]c(=O)[nH]1
  -37%[59 µM]	0%	-13%	-8%	0%	28%	-1%	5%	0%
> Cc1nc(SCC(=O)N2CCN(C(=O)c3ccco3)CC2)c2c(C)c(C)sc2n1
  12%[59 µM]	-5%	-24%	i	8%	-9%	4%	8%	2%
> CC1CCCC(C)N1C(=O)c1cc(-c2ccc(Cl)c(Cl)c2)on1 (stereo unspecified)
  19%[12.7 µM]	1%	18%	i	13%	157%[activator]	-9%	-8%	2%
